# Screening data deposited in PubChem by several laboratories.
# JMJD2C inh – inhibitors of human GASC-1 (JMJD2C) demethylase. Q9H3R0. GST-JMJD2C(1-420) H3K9me3 demethylation, DELFIA europium. hit rate 0.069% among 330,000. inhibition, % at 2.35 µM;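 active = more than half of a compound's replicate wells show inhibition beyond 50%, single wells judged on their own value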;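 note: signal counts dimethyl H3K9 product captured on neutravidin plate; 0% = median of DMSO wells and 100% = 0.3 times that DMSO median; strong numbers were not always called active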
# CTSL1 counter – blocks F. hepatica cathepsin L1 in PFM18AAP counter-screen | recombinant F. hepatica cathepsin L1, Z-Leu-Arg-MCA fluorescence | inhibition, % at 5.96 µM | hit rate 0.49% among 300,000;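 active = inhibition above the mean of all tested compounds plus 3 SD, set per screening campaign, cut at about 17% in these data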;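 note: 0% = plate median of test compound wells and 100% = 1 µM Z-Phe-Ala-diazomethylketone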
# proCasp3 act – activates human procaspase-3. recombinant procaspase-3 D3A, Ac-DEVD-pNA absorbance 405 nm. activation, % at 8.5 µM. hit rate 0.11% among 330,000. AID 463141;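 active = activation above the mean of all tested compounds plus 3 SD, cut at about 21% in these data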;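 note: 0% = DMSO alone and 100% = DMSO wells spiked with extra 5 µM PC-3 D3A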
# Target sequence (P42574 whole entry D9A/D28A/D175A): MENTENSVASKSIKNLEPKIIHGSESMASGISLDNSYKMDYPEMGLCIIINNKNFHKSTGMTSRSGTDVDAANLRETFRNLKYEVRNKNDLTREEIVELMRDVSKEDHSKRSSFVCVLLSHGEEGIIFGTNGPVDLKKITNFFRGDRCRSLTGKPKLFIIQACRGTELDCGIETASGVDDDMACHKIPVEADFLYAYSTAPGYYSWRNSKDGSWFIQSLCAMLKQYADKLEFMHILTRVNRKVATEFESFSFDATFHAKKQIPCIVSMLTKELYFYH
#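 Assay system – Procaspase-3 D3A mutant, all three cleavage aspartates alanine · Controls – DMSO-only low control, 5 µM PC-3 D3A high control · Schedule – 1 h compound preincubation, 2 h substrate hydrolysis at 25 °C · Signal – 405 nm absorbance of p-nitroaniline, reads at 0 and 120 min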
# procasp7 counter – counter-screen for procaspase-3 activators: activators of human procaspase-7 | recombinant procaspase-7, Ac-DEVD-pNA absorbance 405 nm; D23A/D198A/D206A triple mutant, cannot self-cleave; scale: DMSO 0, 5 µM enzyme 100 | activation, % at 8.5 µM | hit rate 0.093% among 330,000 | P55210;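 active = percent activation above the screen-wide mean plus 3 SD, cut at about 25% in these data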
#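 System: Procaspase-7 triple mutant (PC-7 D3A); measure: % activation from two-timepoint absorbance difference, scaled to controls; times: 1 h compound preincubation, 2 h substrate cleavage, 25 °C; also added: Ac-DEVD-pNA substrate, 400 µM as added; measured by: Epi-absorbance of released pNA at 405 nm, two timepoints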
# PP5 inh – inhibitors of human protein phosphatase 5 (PP5); hit rate 0.18% among 320,000; P53041; inhibition, % at 6.7 µM; purified PP5c, OMFP substrate fluorescence;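 active = inhibition above the campaign's mean inhibition across all tested compounds plus 3 SD, cut at about 9.5% in these data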;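 note: 0% = DMSO only and 100% = 100 µM cantharidin control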
# Target sequence (P53041 whole entry, looked up): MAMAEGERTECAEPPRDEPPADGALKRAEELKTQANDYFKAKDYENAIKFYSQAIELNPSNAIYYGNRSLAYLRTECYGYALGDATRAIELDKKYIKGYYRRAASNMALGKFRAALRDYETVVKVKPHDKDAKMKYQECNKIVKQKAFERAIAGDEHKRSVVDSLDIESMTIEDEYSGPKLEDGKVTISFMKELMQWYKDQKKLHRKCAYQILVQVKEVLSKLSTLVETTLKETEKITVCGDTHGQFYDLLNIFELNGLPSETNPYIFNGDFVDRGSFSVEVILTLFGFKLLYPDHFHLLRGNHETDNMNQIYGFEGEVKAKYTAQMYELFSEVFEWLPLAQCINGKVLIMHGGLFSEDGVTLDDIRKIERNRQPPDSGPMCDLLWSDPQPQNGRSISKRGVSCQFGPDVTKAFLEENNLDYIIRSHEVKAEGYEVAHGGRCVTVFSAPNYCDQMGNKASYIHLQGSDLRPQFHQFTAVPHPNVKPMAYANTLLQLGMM
# GRK2 aptamer HTS – blocks RNA aptamer binding to human GRK2; P25098; bead flow cytometry, FAM-aptamer displacement from GRK2; inhibition of aptamer binding, % at 10 µM; hit rate 0.59% among 330,000; AID 488847;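 active = inhibition of aptamer binding above 40%, roughly 3 SD of noise, on plates passing a quality check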;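 note: median bead fluorescence of bound FAM aptamer so fluorescent compounds give negative values; no value below 0 was filed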
# core dimer inh – blocks dimerization of HCV core protein. TR-FRET GST/Flag-core106 dimerization, 1536-well. inhibition, % at 5 µM. hit rate 0.33% among 300,000. AID 1899;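 active = inhibition above the mean of all tested compounds plus 3 SD, set per screening campaign, cut at about 45% in these data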
#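 System: GST-tagged and Flag-tagged HCV core protein residues 1-106 / Input: core106 proteins, GST 13.5 nM and Flag 17 nM / Buffer or medium: KF-containing HEPES buffer, pH 7.45, DTT, CHAPS, BSA / Probe or stimulus: Eu-anti-GST and XL665-anti-Flag labelled anti-tag antibodies / Schedule: 4 h, 22.5 °C incubation / Technique: TR-FRET 671 and 617 nm emission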
# PP1 inh – PP1-alpha (human) inhibition in PP5 counter-screen; P62136; hit rate 0.9% among 320,000; inhibition, % at 6.7 µM; purified PP1alpha, OMFP fluorescence;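 active = inhibition above the mean inhibition of all tested compounds plus 3 SD, computed separately for each screening campaign, cut at about 15% in these data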
# VLA-4 inh – inhibition in a human VLA-4 binding assay. P13612. VLA-4 expressing cells, ligand binding flow cytometry. inhibition, % (about 7 µM as worked out from the volumes in the protocol). hit rate 0.2% among 330,000; in the data active = inhibition above about 50%
# Active calls of the source: *; i = inactive; . = not tested or not shown.
SMILES,JMJD2C inh,CTSL1 counter,proCasp3 act,procasp7 counter,PP5 inh,GRK2 aptamer HTS,core dimer inh,PP1 inh,VLA-4 inh
COC(=O)C1=C(c2c(C)noc2C)C[C@@H]2CC[C@H]1N2C(=O)NC1Cc2ccccc2C1,.,.,2,0,1.7,4,.,-5,31
CCn1c(P(C)(=O)O)nc2cc(NC(=O)c3ccccc3F)ccc21,-5,5,-9,-3,-2.4,0,-21,-1,-9
CCOC(=O)C1=C(N)OC2=C(C(=O)CC(C)(C)C2)C12C(=O)Nc1ccccc12 (configuration not stated),-11,-2,6,7,3.0,0,0,-3,11
COC(=O)c1ccc(C(C(=O)NC2CCCCC2)N(CCN2CCOCC2)C(=O)Cc2cccs2)cc1 (configuration not stated),-6,-1,-5,-2,-0.6,0,-4,-6,6
COc1ccc(-n2c(/C=C/c3ccc(O)cc3)nc3ccccc3c2=O)cc1,1,1,-5,0,-0.4,1,-5,1,-10
CC1=CC(=O)NP(=O)(Oc2ccc3ccccc3c2)N1 (configuration not stated),-32,-1,4,-3,-0.5,0,0,-1,8
CC(C)CCNC(=O)c1c(N)n(Cc2ccc3c(c2)OCO3)c2nc3ccccc3nc12,4,-1,-1,-13,0.3,0,2,4,8
CN(C)P(=O)(CCl)Nc1ccccc1 (configuration not stated),2,-1,1,7,0.6,21,-6,2,13
Cc1nn(C)c(C)c1P(=S)(c1c(C)nn(C)c1C)N(C)C,-1,0,1,-7,1.5,1,-3,-3,5
C=CCn1c(O)c(C(C)=Nc2ccc(C(=O)O)cc2)c(=O)[nH]c1=O,-3,-1,-4,-1,-1.5,0,-2,-4,-3
CC(=Nc1ccc2c(c1)CCC2)c1c(O)n(C)c(=O)n(C)c1=O,5,0,0,12,-0.2,4,-5,-3,5
O=[N+]([O-])c1cc(F)c(N2CCCC2)cc1N1CCNCC1,23,3,3,5,-0.7,0,4,-1,22
CC(CCc1ccccc1)NCCC#N (configuration not stated),-2,-3,-3,5,1.8,2,-2,-1,5
Cn1cc(C(=O)N2CCC3(CC2)OCCO3)c2c3ccccc3n(C)c2c1=O,-13,-2,-8,4,-0.2,0,1,-1,17
CC(CN1CCOCC1)OC(=O)Cc1ccccc1 (configuration not stated),-3,3,8,1,-0.9,0,0,1,11
O=C(CF)NC(Nc1cccc2cccnc12)C(Cl)(Cl)Cl (configuration not stated),3,1,-4,-9,1.4,1,1,4,0
CSc1ccc(CN2CCN(C(=O)Cc3ccccc3)CC2)cc1,2,-2,1,14,0.8,0,1,-4,-1
Cc1noc(C)c1C(=O)N1CCC2(CC1)OCCO2,22,-6,0,1,1.5,4,1,-2,0
C=CCn1c(O)c(C(CC)=Nc2cccc(C(F)(F)F)c2)c(=O)[nH]c1=O,5,-4,-4,-5,-0.2,.,-2,-2,0
O=C(C1CCC(=O)N1C1CCCCC1)N1CCC2(CC1)OCCO2 (configuration not stated),2,4,4,6,-1.8,2,-4,-5,1
CCOc1ccc2c(c1)c(C(C)=O)c(C)n2Cc1ccco1,-1,0,-5,5,2.3,0,-1,0,13
CCOC(=O)c1c(C)n(Cc2ccco2)c2ccc(O)cc12,-2,-1,6,7,5.9,0,19,-2,3
COc1ccc(CC2c3cc(OC)c(OC)cc3CCN2C)cc1OC (configuration not stated),.,-3,2,9,4.5,2,-7,-4,29
CCn1ccnc1CN1CCCC(C(=O)c2cc(Cl)ccc2OC)C1 (configuration not stated),i,-4,-3,-5,-0.3,2,-1,-6,28
COC(=O)C1=Nc2ccccc2/C1=C\c1c(O)n(-c2cc(OC)ccc2OC)c(=O)[nH]c1=O,-4,-1,-6,-1,1.3,5,5,-3,37

# Reprinted from the part before: 2 entries; new compounds follow.
SMILES,JMJD2C inh,CTSL1 counter,proCasp3 act,procasp7 counter,PP5 inh,GRK2 aptamer HTS,core dimer inh,PP1 inh,VLA-4 inh
CCn1ccnc1CN1CCCC(C(=O)c2cc(Cl)ccc2OC)C1 (configuration not stated),i,-4,-3,-5,-0.3,2,-1,-6,28
COC(=O)C1=Nc2ccccc2/C1=C\c1c(O)n(-c2cc(OC)ccc2OC)c(=O)[nH]c1=O,-4,-1,-6,-1,1.3,5,5,-3,37
O=c1[nH]c(=O)n(-c2cccc(F)c2)c(O)c1/C=C1\C=Nc2ccccc21,1,0,-6,-5,1.0,0,4,-3,14
CCn1cc(/C=c2/sc3n(c2=O)C2c4ccccc4OC(C)(N=3)C2C(=O)OC)c(C)n1 (configuration not stated),1,1,1,4,4.7,4,1,-1,29
O=C1OC(c2ccc(Cl)cc2)=N/C1=C\N1CC2CC(C1)c1cccc(=O)n1C2 (configuration not stated),2,3,2,-2,-2.5,1,-3,-4,4
CC(=O)c1ccc2c(c1)C1C(Cl)C(Sc3ccccc3[N+](=O)[O-])CC1C(C(=O)O)N2 (configuration not stated),-1,0,-15,-12,2.6,5,-2,5,11
O=c1[nH]c(=O)n(Cc2ccc(F)cc2)c(O)c1/C=N/Nc1ccccc1,1,3,-15,-21,-1.0,0,-2,-2,6
O=Cc1cn(Cc2ccc(F)cc2)c2ccccc12,-4,4,6,-16,2.3,0,4,-2,8
CC(=O)C1C2c3ccccc3OC1(C)N=c1s/c(=C/c3cn(C)nc3C)c(=O)n12 (configuration not stated),5,34*,-1,-8,-2.0,4,-1,-4,-4
Cc1ccc2c(c1)C1CN(C)CCC1N2C(=S)Nc1cccnc1 (configuration not stated),54,-2,-9,-9,1.2,3,-2,-5,-6
CC[C@H]1CN(C)CCc2c([nH]c3ccccc23)C(=O)C[C@@H]1/C(=C\OC)C(=O)OC,18,3,7,-10,0.8,0,-1,0,0
Cc1ccc(-c2cc(-c3ccc(C)cc3)[n+](C)o2)cc1,14,1,-1,10,3.7,0,0,-3,10
C=C(C)[C@@]12OC3(c4ccccc4)O[C@@H]1C1[C@@H]4O[C@]4(CO)[C@@H](O)[C@]4(O)C(=O)C(C)=C[C@H]4[C@@]1(O3)[C@H](C)[C@H]2OC(=O)/C=C/C=C/c1ccccc1 (some centres not stated),30,3,-3,7,4.0,0,10,3,0
COc1ccc2c(c1)c(C(=O)CN1CCC3(CC1)OCCO3)c(C)n2Cc1ccccc1,-4,-2,-2,-2,1.7,1,10,8,3
CCOC(=O)c1cccc(NC(=O)c2c(O)[nH]c(=O)[nH]c2=O)c1,-19,1,1,-2,2.0,0,-5,19*,-7
COc1ccc2c3c1OC1[C@H](O)CCC4[C@@H](C2)N(C)CC[C@]314 (some centres not stated),.,.,5,-10,.,0,.,.,-7
N[C@@H](Cc1c[nH]c2ccccc12)c1nnc(SCc2c(F)cccc2Cl)o1,-1,-3,8,-14,0.1,0,0,-3,-1
CN1C(=O)C(=Cc2ccc(N3CCCCCC3)o2)C(=O)N(C)C1=S,.,-1,1,-2,2.9,0,9,-5,-17
COc1ccccc1NC1(C#N)CCCCC1,0,4,1,-10,-0.7,0,1,-2,-1
CCCC(=O)c1cc(CP(=O)(OCC)OCC)oc1C,21,2,-4,6,0.9,4,-6,-5,-2
Cc1occc1C(=O)N1CCC2(CC1)OCCO2,-1,-2,-2,-12,-1.0,1,2,-6,2
Cc1nc2ccccc2c(=O)n1-c1ccc(C(=O)O)cc1,-18,0,-4,-5,1.7,2,-2,0,19
CCCCCCCCCCCCCCCC[N+](C)(C)C,1,2,-26,20,0.7,0,-5,14,8
COc1ccccc1N1CCN(Cc2ccc(Cl)cc2Cl)CC1,7,4,1,-8,4.3,0,2,0,1
O=C1NC(=O)N(c2ccccc2F)C(=O)/C1=C/c1ccc(Sc2nc3ccccc3[nH]2)o1,11,0,-12,-4,0.3,8,5,0,10
CSc1ccc(C(=O)C2CCCN(Cc3cnc(SC)nc3)C2)cc1 (configuration not stated),-15,6,-1,1,0.4,0,-2,5,-4
CC(C)c1oc(=O)cc2c1[C@@H](O)[C@H]1OC(=O)[C@@]3(C)CC[C@@H](O)[C@@]2(C)C13 (some centres not stated),-9,-6,-4,-4,-5.6,4,-16,-6,0
CNP(=O)(Oc1ccccc1)OC12CC3CC(CC(C3)C1)C2 (configuration not stated),54,-3,1,2,-2.0,1,0,-2,7
C/C(CCc1c[nH]c2ccccc12)=N\O,-2,-2,-6,12,2.3,4,-2,1,6
COc1ccccc1N1C(=O)NC(=O)C2(Cc3cc(C)ccc3N(C)C2)C1=O (configuration not stated),14,0,-3,3,-0.9,0,0,-2,6
CCc1ccc(CNCCc2ccccc2F)cc1,0,0,-12,5,1.0,1,0,2,-7
c1ccc(C2NCc3ccccc3-n3cccc32)cc1 (configuration not stated),-3,0,2,-4,2.0,0,0,6,28

# Filtered by structure: the entries above with fluorine.
SMILES,JMJD2C inh,CTSL1 counter,proCasp3 act,procasp7 counter,PP5 inh,GRK2 aptamer HTS,core dimer inh,PP1 inh,VLA-4 inh
CCn1c(P(C)(=O)O)nc2cc(NC(=O)c3ccccc3F)ccc21,-5,5,-9,-3,-2.4,0,-21,-1,-9
O=[N+]([O-])c1cc(F)c(N2CCCC2)cc1N1CCNCC1,23,3,3,5,-0.7,0,4,-1,22
O=C(CF)NC(Nc1cccc2cccnc12)C(Cl)(Cl)Cl (configuration not stated),3,1,-4,-9,1.4,1,1,4,0
C=CCn1c(O)c(C(CC)=Nc2cccc(C(F)(F)F)c2)c(=O)[nH]c1=O,5,-4,-4,-5,-0.2,.,-2,-2,0
O=c1[nH]c(=O)n(-c2cccc(F)c2)c(O)c1/C=C1\C=Nc2ccccc21,1,0,-6,-5,1.0,0,4,-3,14
O=c1[nH]c(=O)n(Cc2ccc(F)cc2)c(O)c1/C=N/Nc1ccccc1,1,3,-15,-21,-1.0,0,-2,-2,6
O=Cc1cn(Cc2ccc(F)cc2)c2ccccc12,-4,4,6,-16,2.3,0,4,-2,8
N[C@@H](Cc1c[nH]c2ccccc12)c1nnc(SCc2c(F)cccc2Cl)o1,-1,-3,8,-14,0.1,0,0,-3,-1
O=C1NC(=O)N(c2ccccc2F)C(=O)/C1=C/c1ccc(Sc2nc3ccccc3[nH]2)o1,11,0,-12,-4,0.3,8,5,0,10
CCc1ccc(CNCCc2ccccc2F)cc1,0,0,-12,5,1.0,1,0,2,-7

# Not all compounds are listed (hit frequency here may not be typical).
